Screening data: PubChem BioAssay, several laboratories
PfHsp40 yeast – rescue of PfHsp40-mediated yeast toxicity | S. cerevisiae expressing PfHsp40, growth rescue, ATP luminescence | growth rescue, % at 12.5 µM | 0.68% of 340,000 active; in the data active = growth rescue above about 28%, passing the limit was not always enough; inconclusive = no clear call, values can overlap the other calls;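 also: yeast W303a lacking pdr1 and pdr3 grown in galactose medium; growth measured after three days at 30 °C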
BoNT F protease – BoNT F light chain protease inhibition; Multiplex microsphere protease cleavage assay, flow cytometry; inhibition, % at 10 µM; 0.22% of 360,000 active; in the data active = inhibition above about 35%, passing the limit was not always enough; inconclusive = no clear call, values can overlap the other calls; also: plate controls were buffer without enzyme for full effect and enzyme alone for no effect
GDH-TPI inh – GDH-TPI coupled enzyme inhibition counter-screen | GDH-TPI coupled enzyme counterscreen, NADH absorbance | inhibition, % at 4.8 µM | 1.2% of 360,000 active | AID 588335; in the data active = inhibition above about 30%;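 also: 0% = DMSO wells and 100% = wells lacking the enzyme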
UGM FP inh – blocks M. tuberculosis UGM enzyme; inhibition, % at 10 µM; P9WIQ1; 0.06% of 320,000 active; purified UGM, fluorescence polarization probe displacement; AID 504406; in the data active = inhibition above about 10%, passing the limit was not always enough; inconclusive = no clear call, values can overlap the other calls
Target sequence (P9WIQ1 whole entry, looked up): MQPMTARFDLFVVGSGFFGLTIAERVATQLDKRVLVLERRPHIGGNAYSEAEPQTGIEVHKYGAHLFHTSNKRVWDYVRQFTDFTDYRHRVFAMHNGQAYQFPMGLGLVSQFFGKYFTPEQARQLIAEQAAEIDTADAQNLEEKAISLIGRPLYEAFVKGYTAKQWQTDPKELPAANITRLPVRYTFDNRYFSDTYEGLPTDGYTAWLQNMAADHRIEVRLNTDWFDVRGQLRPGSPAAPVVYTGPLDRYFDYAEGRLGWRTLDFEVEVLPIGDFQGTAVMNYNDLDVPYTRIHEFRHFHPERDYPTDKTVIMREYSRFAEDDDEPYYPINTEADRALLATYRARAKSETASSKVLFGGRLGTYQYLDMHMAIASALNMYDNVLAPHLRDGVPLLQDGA
BoNT-A LC inh2 – blocks Botulinum neurotoxin A light chain protease. multiplex microsphere protease substrate cleavage, flow cytometry. inhibition, % at 10 µM. 0.17% of 360,000 active; also: plate controls were buffer without enzyme for full effect and enzyme alone for no effect
Anthrax LF inh2 – anthrax lethal factor protease inhibition; multiplex microsphere protease cleavage assay, LF; 0.12% of 360,000 active; AID 588501; inhibition, % at 10 µM; P15917; also: plate controls were buffer without enzyme for full effect and enzyme alone for no effect
FadD28 binding – inhibitors of Mycobacterium tuberculosis FadD28 bisubstrate binding. FadD28 bisubstrate probe binding, fluorescence polarization. AID 588549. inhibition, % at 12.5 µM. 0.22% of 360,000 active; in the data active = inhibition above about 8.5%, passing the limit was not always enough; inconclusive = no clear call, values can overlap the other calls
Mtb BioA inh – BioA (M. tuberculosis) enzyme inhibition; AID 602481; purified M. tuberculosis BioA enzyme, plate reader; 0.096% of 360,000 active; inhibition, % at 9.99 µM; in the data active = inhibition above about 40%; inconclusive = no clear call, values can overlap the other calls
Mtb FBA inh – inhibitors of M. tuberculosis fructose-bisphosphate aldolase; P9WQA3; purified M. tuberculosis FBA, fluorescence read-out; inhibition, % at 1 µM; 2.3% of 360,000 active; in the data active = inhibition above about 27%;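 also: 0% = vehicle and 100% = reference inhibitor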
Target sequence (P9WQA3 whole entry, looked up): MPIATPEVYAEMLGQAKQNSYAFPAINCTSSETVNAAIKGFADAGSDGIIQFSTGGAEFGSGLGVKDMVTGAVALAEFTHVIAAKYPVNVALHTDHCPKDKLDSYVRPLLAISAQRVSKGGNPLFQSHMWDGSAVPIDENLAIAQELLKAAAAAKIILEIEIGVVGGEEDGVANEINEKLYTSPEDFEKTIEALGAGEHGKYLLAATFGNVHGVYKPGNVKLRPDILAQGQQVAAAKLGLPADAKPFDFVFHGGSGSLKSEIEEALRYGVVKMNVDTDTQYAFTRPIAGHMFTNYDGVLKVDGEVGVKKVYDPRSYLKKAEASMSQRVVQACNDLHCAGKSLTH
* = called active by the depositor; ? = inconclusive; · = no result given; + = active, no number. Rule as the data show it, unless noted: active = inhibition above about 30%; inconclusive = no clear call, values can overlap the other calls; inactive = below that. Compounds as they come, and some 4.7% of all compounds hit somewhere here.

SMILES | PfHsp40 yeast | BoNT F protease | GDH-TPI inh | UGM FP inh | BoNT-A LC inh2 | Anthrax LF inh2 | FadD28 binding | Mtb BioA inh | Mtb FBA inh
Cc1cccc(NC(=S)N(CCCN(C)C)Cc2cc3cc4c(cc3[nH]c2=O)OCO4)c1 | -0.4 | 2 | 16 | -0.3 | 1.2 | -4 | -1.0 | · | 27*
COc1ccc(N/N=C/c2c(O)n(-c3cccc(C)c3)c(=O)[nH]c2=O)cc1 | -0.7 | 1 | 5 | -0.5 | 1.0 | -3 | 1.2 | -4.8 | -10
Cc1ccc(NC(=O)C2CCN(S(C)(=O)=O)CC2)cc1C | -2.0 | 1 | 5 | -2.0 | 0.6 | -4 | -3.8 | -0.4 | -1
Cc1nc2c3cnn(-c4ccccc4)c3ncn2n1 | 1.1 | -3 | -5 | 1.4 | 0.5 | 5 | -1.6 | 0.5 | 7
O=C(COC(=O)c1ccc2c(=O)n3c(nc2c1)CCC3)Nc1ccc(OC(F)F)cc1 | -0.1 | 3 | 4 | 1.3 | -0.5 | -5 | -2.1 | · | -1
Cc1ccc(/C(O)=C2\C(=O)C(=O)N(c3cc(C)on3)C2c2cccc(Cl)c2)cc1 (stereo unspecified) | 2.5 | 0 | -5 | 3.8 | 0.0 | -1 | -8.3 | 0.7 | 0
CCOc1cc(C)nc(N2CCN(C3CCCCC3)CC2)n1 | 2.3 | -11 | 1 | 0.4 | -0.2 | -4 | -0.1 | 0.2 | -2
COCCCNC(=O)c1ccc(CS(=O)(=O)c2cccc(C(F)(F)F)c2)o1 | 0.0 | -1 | -7 | -2.3 | -5.5 | -2 | 2.5 | -3.2 | 3
O=C(CSc1ncn(-c2ccccc2)n1)Nc1nncs1 | 1.1 | 0 | 11 | 1.9 | 0.1 | 0 | -0.7 | · | -2
O=C(COC(=O)c1ccccc1Cl)NC(=O)NCc1ccccc1 | 3.9 | 0 | -3 | -3.0 | -0.4 | -2 | -3.2 | · | -2
CCOc1ccc(CCNC(=O)COC(=O)c2nn(C)c(=O)c3ccccc23)cc1OCC | 1.2 | 4 | -1 | 0.4 | -2.1 | -5 | 0.7 | -1.2 | 4
COc1ccc(N/C(=N/c2nc(C)cc(C)n2)NC(=O)c2ccccc2)cc1 | -0.3 | ? | -2 | 2.7 | -4.8 | 2 | -2.3 | · | 2
O=C(Nc1ccc(Cl)cc1)C(Cl)C(=O)c1ccccc1 (stereo unspecified) | ? | 7 | 6 | 1.4 | 1.4 | -6 | 2.0 | -1.6 | 0
Cc1ccc(NC(=O)/C=C\C(=O)NCC(=O)O)cc1 | -0.9 | 8 | 1 | -1.8 | 0.0 | 0 | -4.4 | · | -5
CCOCC(=O)Nc1ccc(S(=O)(=O)NCCc2ccccc2)cc1 | -1.0 | -22 | 1 | 3.0 | -0.7 | -1 | -4.8 | 1.8 | -2
CCOc1ccc(NC2=NC(C(=O)NCc3ccccc3)CC(=O)N2)cc1 (stereo unspecified) | 0.4 | -7 | -5 | 2.0 | -0.2 | 0 | -0.6 | -1.2 | 0
CCN1CCN(Cc2ccc(OCc3ccccc3)cc2)CC1 | -0.1 | 3 | 6 | 3.7 | 4.4 | -7 | -0.5 | 1.2 | 3
O=C(O)c1cc2c(ccc3ccccc32)oc1=O | -0.1 | -3 | 10 | 2.6 | 0.4 | 0 | -2.5 | -1.8 | +
CCOC(=O)C1=C(c2ccccc2)NC(=O)NC1c1cc(OCC)c(O)c([N+](=O)[O-])c1 (stereo unspecified) | 0.1 | ? | 10 | 1.9 | 2.0 | -12 | 0.3 | 0.8 | -4
O=C(NCc1cc(C(F)(F)F)cc(C(F)(F)F)c1)C1CC(c2cccc([N+](=O)[O-])c2)=NO1 (stereo unspecified) | -1.1 | 8 | 5 | 4.3 | 0.3 | 2 | 0.7 | -2.9 | 1
O=c1c(C=NCCCn2ccnc2)c(-c2ccccc2)[nH]n1-c1nc2ccccc2s1 | -1.6 | 1 | 18 | -2.0 | -0.4 | -6 | -3.6 | · | -3
CC(C)c1ccc(/C=c2\sc3nc(-c4ccncc4)nn3c2=O)cc1 | -0.7 | -10 | 16 | 3.1 | -0.2 | -3 | -2.8 | 0.9 | -5
CC(C)C[C@H](NC(=O)c1[nH]cnc1C(=O)Nc1ccc(CNC(=O)OC(C)(C)C)cc1)C(=O)OC(C)(C)C | 10 | -5 | -4 | 0.2 | -0.3 | -8 | -4.4 | -0.7 | -1
Cc1ccc(CNc2cc(-c3nn4c(C)nnc4s3)ccc2C)s1 | 3.2 | -14 | 12 | -1.8 | -1.0 | -1 | -1.2 | -1.9 | 3
COc1cc2c(cc1OC)CN(C(=O)C1CCN(S(=O)(=O)c3ccccc3F)CC1)CC2 | 1.3 | -6 | 2 | -2.3 | 0.5 | 1 | -1.2 | 1.0 | 1

3 structures from above, arranged by SMILES length, descending.
SMILES | PfHsp40 yeast | BoNT F protease | GDH-TPI inh | UGM FP inh | BoNT-A LC inh2 | Anthrax LF inh2 | FadD28 binding | Mtb BioA inh | Mtb FBA inh
O=C(COC(=O)c1ccc2c(=O)n3c(nc2c1)CCC3)Nc1ccc(OC(F)F)cc1 | -0.1 | 3 | 4 | 1.3 | -0.5 | -5 | -2.1 | · | -1
CCOc1ccc(CCNC(=O)COC(=O)c2nn(C)c(=O)c3ccccc23)cc1OCC | 1.2 | 4 | -1 | 0.4 | -2.1 | -5 | 0.7 | -1.2 | 4
O=C(CSc1ncn(-c2ccccc2)n1)Nc1nncs1 | 1.1 | 0 | 11 | 1.9 | 0.1 | 0 | -0.7 | · | -2

The listing picks up, repeating the 4 entries before the break.
SMILES | PfHsp40 yeast | BoNT F protease | GDH-TPI inh | UGM FP inh | BoNT-A LC inh2 | Anthrax LF inh2 | FadD28 binding | Mtb BioA inh | Mtb FBA inh
CC(C)c1ccc(/C=c2\sc3nc(-c4ccncc4)nn3c2=O)cc1 | -0.7 | -10 | 16 | 3.1 | -0.2 | -3 | -2.8 | 0.9 | -5
CC(C)C[C@H](NC(=O)c1[nH]cnc1C(=O)Nc1ccc(CNC(=O)OC(C)(C)C)cc1)C(=O)OC(C)(C)C | 10 | -5 | -4 | 0.2 | -0.3 | -8 | -4.4 | -0.7 | -1
Cc1ccc(CNc2cc(-c3nn4c(C)nnc4s3)ccc2C)s1 | 3.2 | -14 | 12 | -1.8 | -1.0 | -1 | -1.2 | -1.9 | 3
COc1cc2c(cc1OC)CN(C(=O)C1CCN(S(=O)(=O)c3ccccc3F)CC1)CC2 | 1.3 | -6 | 2 | -2.3 | 0.5 | 1 | -1.2 | 1.0 | 1
O=c1c2ccccc2n2c(-c3ccc(F)cc3)nnc2n1Cc1ccccc1 | -1.7 | -2 | 2 | -0.2 | -0.1 | 0 | -3.6 | · | -4
O=C(O)Cc1sc(-c2ccccc2)nc1-c1ccccc1 | -1.4 | 3 | 13 | 3.3 | -0.5 | -4 | 0.0 | -0.1 | -2
CCCc1nnc(SCc2ccc(C(=O)OC)o2)n1N | 0.8 | -2 | -2 | -0.6 | -1.1 | 0 | -0.5 | -1.9 | 0
Cc1cc(NC(=O)COC(=O)c2ccc(OC(F)(F)F)cc2)no1 | 0.2 | -9 | -2 | -1.4 | 0.0 | 2 | -2.6 | 1.0 | -3
CCS(=O)(=O)Nc1cccc(-c2cc(-c3ccccc3)c3cc(C)ccc3n2)c1 | 2.1 | -9 | 9 | · | 0.6 | 1 | -5.0 | · | 0
Cc1ccc(-c2ccc(=O)n(CC(=O)NCCC(C)C)n2)cc1 | -0.6 | -19 | 13 | -2.8 | -0.2 | 1 | -2.2 | -1.1 | 3
COc1cccc(CNc2ccc3[nH]c(=O)[nH]c3c2)c1OCc1ccc(F)cc1 | -0.3 | · | 5 | -1.0 | · | · | -2.5 | 1.0 | 9
Cc1ccc(CC(CC(=O)O)C(=O)NCc2ccccc2)cc1 (stereo unspecified) | -0.9 | 2 | -4 | 1.1 | 1.5 | -7 | -2.0 | 0.4 | 0
CC(C)N(Cc1nnc(-c2ccc(Cl)cc2)o1)C(=O)c1cc2ccccc2o1 | 4.6 | -2 | 2 | 1.2 | 0.1 | 1 | -5.8 | -0.4 | -1
CCC(=O)c1cn(CCOc2ccccc2OC)c2ccccc12 | 0.3 | ? | -1 | 0.0 | -3.2 | -8 | -1.4 | -1.2 | 2
CCOC(=O)c1c(NC(=O)CNC2CCCc3ccccc32)sc(C(N)=O)c1C (stereo unspecified) | 0.3 | -1 | 5 | 0.0 | 0.8 | 2 | -0.9 | · | 1
COc1ccc(CNS(=O)(=O)c2ccc(-c3cnc(C4CC4)o3)cc2)cc1 | 5.9 | 2 | -6 | 1.2 | -0.4 | -1 | -2.7 | -0.8 | 5
CCOC(=O)Cn1c(=O)oc2cc(S(=O)(=O)Nc3c(C)cc(C)cc3C)ccc21 | -1.1 | 0 | 9 | 1.7 | 0.0 | -6 | -4.8 | -1.3 | -2
Cc1nc(NC(=O)COC(=O)C(C)NC(=O)c2ccccc2)c(Cl)cc1Cl (stereo unspecified) | 1.8 | -7 | -3 | 1.5 | -0.8 | -7 | 0.2 | -2.1 | 1
COc1ccc(O)c(C(=O)CC(=O)c2ccncc2)c1 | -1.5 | 0 | 9 | · | 0.2 | -5 | -3.6 | 2.6 | 22
COC(=O)c1cnn(-c2ccccc2)c1/C=N/NC(=S)Nc1ccccc1 | · | 0 | 18 | 5.8 | -0.1 | -8 | -2.7 | -2.0 | 2
Cc1[nH]c2ccc(C(=O)NCCCN3CCOCC3)cc2c1C | -0.9 | -5 | 1 | -2.1 | 2.2 | 0 | -0.2 | -1.0 | 1
CC1CCC(NC(=O)CN2C(=O)NC3(CCCCCC3)C2=O)CC1 (stereo unspecified) | -0.2 | 6 | -1 | 1.0 | 1.5 | 4 | -1.1 | 1.6 | 2
Cc1cc(C(=O)N/N=C/c2cc(Br)cc([N+](=O)[O-])c2O)c2ccccc2n1 | 184* | -6 | 6 | -2.6 | 1.7 | -1 | 1.4 | · | -7
COc1ccccc1-c1cc(C(=O)Nc2cccnc2)no1 | -1.8 | 1 | -1 | -2.6 | 0.7 | -1 | -1.4 | 14 | 0
COc1cccc(CC(NC(C)=O)C(=O)NC2CCN(C(=O)c3ccc(Cl)cc3)CC2)c1OC (stereo unspecified) | 7.0 | -2 | -1 | -0.9 | -2.9 | 4 | -0.6 | -0.7 | 0
O=C(OCCc1cc2ccccc2c(=O)o1)c1ccco1 | -0.4 | -5 | 13 | 1.1 | -0.8 | -8 | -1.0 | 1.0 | 5
O=C(NCCCN1CCCC1=O)c1cccc(S(=O)(=O)N2CCN(c3ccc(F)cc3)CC2)c1 | 11 | -3 | 1 | 0.8 | -3.3 | 1 | -1.2 | 9.0 | 4
Cc1cc(Cl)c(S(=O)(=O)NC(C(=O)O)c2ccccc2)cc1OCC(N)=O (stereo unspecified) | -0.1 | -12 | 9 | 1.6 | -0.3 | -3 | 0.2 | -0.5 | 3
FC(F)(F)c1cnc(C(c2ccccn2)c2ncn[nH]2)c(Cl)c1 (stereo unspecified) | -0.7 | 6 | 0 | -3.0 | 0.2 | -2 | ? | · | 1
N=C1c2ccccc2CN1NC(=O)c1ccc(F)cc1 | -1.5 | 0 | 7 | -0.3 | -0.4 | 0 | -2.0 | · | 2
Oc1cc(NCc2cccnc2)ccc1-c1nc2ccccc2o1 | 11 | -16 | 64* | 1.2 | -0.3 | -14 | 1.0 | -0.5 | 11
COC(=O)[C@@H]1C[C@H]1[C@@H](NP(=O)(c1ccccc1)c1ccccc1)c1ccccc1 | -0.9 | 3 | 5 | 1.2 | -0.3 | -10 | 0.7 | -0.9 | 1
CCOc1cc(S(=O)(=O)N2CCC(Cc3ccccc3)CC2)c(OCC)cc1-n1cnnn1 | 0.0 | -10 | 20 | 1.6 | -1.6 | -5 | -2.0 | -0.1 | 8
